From PubChem
TRHR ag: TRH receptor (human) agonism; P34981; TRHR cells, calcium flux fluo-8, FDSS agonist mode; activation, % at 2 µM; 360,000 tested, 0.18% active; AID 493084; in the data active = activation above about 30%; also: 0% is about no effect
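TRHR-expressing cells, plated overnight in medium with 10% serum, were loaded with fluo-8 calcium dye at room temperature. After a 10 s baseline, library compound was pin-added and calcium release was recorded kinetically (ex 480/em 530) as agonist response.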
IDH1 R132H inh: inhibitors of human mutant IDH1 R132H; 390,000 tested, 0.093% active; Potency, µM (highest dose often 76.6 µM), for inactives: top-dose activity change, negative = inhibition, most hits filed as inhibitors; AID 602179; O75874; IDH1-R132H enzyme, NADPH consumption, diaphorase/resazurin fluorescence; also: potency is read from the fitted curve at half-maximal effect; % is scaled to controls: 0 for no effect and ±100 for the full control effect; nearly all actives have a fitted effect of over 65% in size
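IDH1-R132H (0.5 ug/mL dispensed) in pH 7.5 Tris buffer was preincubated 30 min with compound, then given a substrate mix of 0.016 mM NADPH and 2 mM alpha-KG for 80 min at room temperature; remaining NADPH was read by diaphorase/resazurin fluorescence.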
D2 antagonist: antagonists of human D2 dopamine receptor; inhibition, % at 10 µM; P14416; HEK293 TREx D2 cells, calcium flux, dopamine EC80; AID 485344; 340,000 tested, 2% active; in the data active = inhibition above about 30%; also: 0% is about no effect
Target sequence (P14416 whole entry, looked up): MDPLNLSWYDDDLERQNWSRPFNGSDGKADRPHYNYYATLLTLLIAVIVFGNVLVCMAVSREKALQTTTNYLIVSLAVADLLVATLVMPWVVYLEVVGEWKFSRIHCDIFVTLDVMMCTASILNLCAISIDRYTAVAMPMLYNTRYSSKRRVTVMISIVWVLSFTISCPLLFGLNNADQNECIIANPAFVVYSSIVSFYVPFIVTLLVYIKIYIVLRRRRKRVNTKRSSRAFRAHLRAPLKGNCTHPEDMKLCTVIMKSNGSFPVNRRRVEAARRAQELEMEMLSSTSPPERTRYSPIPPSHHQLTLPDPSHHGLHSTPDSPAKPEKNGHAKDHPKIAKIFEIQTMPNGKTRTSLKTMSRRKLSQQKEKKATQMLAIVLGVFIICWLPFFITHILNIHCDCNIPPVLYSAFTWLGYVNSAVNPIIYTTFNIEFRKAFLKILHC
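Tetracycline-induced HEK293 T-REx cells expressing D2 force-coupled to calcium signalling were dye-loaded, exposed to compound for 180 s, then challenged with an EC80 of dopamine; calcium flux was followed kinetically for a further 180 s.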
Pin1 inhibitor: human Pin1 inhibition | Pin1 FP peptide displacement, HiFluor488, 10 min | Q13526 | 390,000 tested, 0.009% active | Potency, µM (series often up to 115 µM), without a hit: at the top dose activity, negative = inhibition, most hits filed as inhibitors | AID 504891; active = well fitted inhibition curve with a large enough effect in the polarisation, with a control signal flat, not every such curve was filed as active; inconclusive = small, poorly fitted or top-dose-only effect, or effect the other way, or a change in a side signal; inactive = no such curve, though single readings can be large or run the other way; the % refers to the polarisation; also: potency is read from the fitted curve at half-maximal effect; % is scaled to controls: 0 for no effect and ±100 for the full control effect
USP1-UAF1 inh: inhibitors of human USP1/UAF1 deubiquitinase | recombinant USP1/UAF1, Ub-Rhodamine cleavage fluorescence | O94782 | AID 743255 | 390,000 tested, 0.23% active | Potency, µM (highest dose often 57.1 µM), inactives show at the highest dose activity change, negative = inhibition, most hits filed as inhibitors; also: potency is read from the fitted curve at half-maximal effect; % is scaled to controls: 0 for no effect and ±100 for the full control effect; nearly all actives have a fitted effect of over 60% in size; inactives centre near -12
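In this screen, compounds sit with the deubiquitinase complex (1nM) for 15 min at room temperature before Ub-Rho is added at 150nM final. Fluorescence rise is then followed for 6 reads every 60 seconds.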
TrxR1 inh: inhibitors of rat thioredoxin reductase 1; Potency, µM (titrated, usually from 114 µM), inactives show at the top dose activity change, negative = inhibition, usual class: inhibitors; AID 588453; 390,000 tested, 1% active; recombinant rTrxR1, NADPH fluorescence consumption, selenite substrate; also: potency is read from the fitted curve at half-maximal effect; % is scaled to controls: 0 for no effect and ±100 for the full control effect; nearly all actives have a fitted effect of over 65% in size
Target sequence (O89049 whole entry, looked up): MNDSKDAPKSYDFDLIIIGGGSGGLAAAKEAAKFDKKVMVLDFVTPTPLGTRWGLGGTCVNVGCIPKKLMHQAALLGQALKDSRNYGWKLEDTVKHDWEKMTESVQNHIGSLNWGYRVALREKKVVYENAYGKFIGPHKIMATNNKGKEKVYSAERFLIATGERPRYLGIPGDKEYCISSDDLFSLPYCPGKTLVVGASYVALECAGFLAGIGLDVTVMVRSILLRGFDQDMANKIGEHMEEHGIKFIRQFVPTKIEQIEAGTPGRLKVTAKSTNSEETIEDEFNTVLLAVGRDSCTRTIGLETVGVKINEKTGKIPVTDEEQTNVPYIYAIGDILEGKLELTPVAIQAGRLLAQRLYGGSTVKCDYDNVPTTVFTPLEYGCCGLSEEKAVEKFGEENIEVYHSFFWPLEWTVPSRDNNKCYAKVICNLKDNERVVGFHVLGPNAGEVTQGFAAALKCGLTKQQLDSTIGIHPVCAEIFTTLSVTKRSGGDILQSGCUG
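Rat TrxR1 (90 nM in the dispensed reagent) was pre-reduced with 400 uM NADPH for 5 min at room temperature, then incubated with compound for 15 min. After 400 uM selenite was added, NADPH fluorescence (Ex 340/Em 450 nm) was followed for 8 min.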
D2 ag: D2 dopamine receptor (human) agonism. HEK293 T-REx D2 cells, calcium flux agonist mode. activation, % at 2 µM. 340,000 tested, 0.53% active. P14416;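 active = activation over 3 SD above normal in the single-dose calcium agonist read, cut at about 30% in these data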; also: 0% is about no effect
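In this primary screen, compounds producing a positive calcium signal within 180 s of addition to tetracycline-induced, force-coupled HEK293 Trex D2 cells are flagged; cells are dye-loaded with a no-wash calcium kit beforehand.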
TrxR1 substrate: is turned over as a substrate by rat TrxR1; AID 588456; purified TrxR1 substrate turnover, NADPH consumption readout; 390,000 tested, 0.01% active; Potency, µM (titrated, usually from 114 µM), without a hit: at the highest dose activity change, negative = substrate turnover; also: potency is read from the fitted curve at half-maximal effect; % is scaled to controls: 0 for no effect and ±100 for the full control effect; nearly all actives have a fitted effect of over 50% in size
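Rat TrxR1, dispensed at 90 nM, was prereduced with 400 uM NADPH (final) for 5 min at ~22 deg C, then incubated with compound 15 min before 400 uM selenite. A first-read NADPH fluorescence drop versus no-compound background flagged substrates.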
TRHR enhancer: allosterically enhances the human TRH receptor | P34981 | TRHR cells, fluo-8 calcium fluorescence, EC20 TRH enhancement | enhancement, % at 2 µM | 360,000 tested, 0.66% active | AID 493056; in the data active = enhancement above about 30%; also: 0% is about no effect
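Enhancer read-out: after compound pinning and an initial kinetic agonist-mode read, an EC20 of TRH (10 nM final) was injected and fluo-8 calcium signal (Ex 480/Em 530) followed at 1 s/cycle for 100 cycles in TRHR-expressing cells.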
* = called active by the depositor; & = joins results of further samples; [ ] = dose if it differs, or a comment. Unless noted, calls follow the shape of the dose curve; as a rule, active = well fitted inhibition curve with a large enough effect; inconclusive = small, poorly fitted or top-dose-only effect; inactive = no such curve, though single readings can be large or run the other way. A portion of the library. The share of hits here may be higher or lower than overall.

What do the screens show for `COc1ccc(NC(=O)CSc2nc(C)cs2)c([N+](=O)[O-])c1`?
IDH1 R132H inh: 7%; Pin1 inhibitor: 9%; USP1-UAF1 inh: -18%; TrxR1 inh: -14%; TrxR1 substrate: -8%

Results for Cc1cccc(C)c1NC(=O)N1CCCCCCC1 ?
TRHR ag: -0.3; IDH1 R132H inh: 9%; D2 antagonist: 9; Pin1 inhibitor: -12%; USP1-UAF1 inh: -17%; TrxR1 inh: 27%[57.1 µM]; D2 ag: 0.7; TrxR1 substrate: 6%[57.1 µM]; TRHR enhancer: 39*

What do the screens show for `COc1cccc(-c2ccc(=O)n(CC(=O)NCCN3CCOCC3)n2)c1`?
TRHR ag: 0.6; IDH1 R132H inh: 9%; D2 antagonist: 15; Pin1 inhibitor: 1%; USP1-UAF1 inh: -13%; TrxR1 inh: 5%; D2 ag: 1.1; TrxR1 substrate: -2%; TRHR enhancer: 0

How did Cc1cc(C)nc(SCC(=O)c2ccc(Cl)cc2)n1 do in these assays?
TRHR ag: -1.6; IDH1 R132H inh: 4%; D2 antagonist: 4; Pin1 inhibitor: 13%; USP1-UAF1 inh: -8%; TrxR1 inh: 15%[57.1 µM]; D2 ag: 0.6; TrxR1 substrate: 9%[57.1 µM]; TRHR enhancer: 0

How did N#CCOC(=O)[C@H](Cc1ccccc1)N1C(=O)c2ccccc2C1=O do in these assays?
TRHR ag: 0.0; IDH1 R132H inh: 8%; D2 antagonist: -11; Pin1 inhibitor: 0%; USP1-UAF1 inh: -24%; TrxR1 inh: 2%[57.1 µM]; D2 ag: 0.1; TrxR1 substrate: -3%[57.1 µM]; TRHR enhancer: 4

Results for CC/C(=N\NC(=S)Nc1cc(C)ccc1C)c1ccc(OC(F)F)cc1 ?
TRHR ag: -0.2; IDH1 R132H inh: 8%; D2 antagonist: -6; Pin1 inhibitor: 14%; USP1-UAF1 inh: inconclusive; TrxR1 inh: -33%; D2 ag: 0.8; TrxR1 substrate: -14%; TRHR enhancer: 1

How did Cc1cc(Br)ccc1NC(=O)CN1CCN(c2ccccn2)CC1 do in these assays?
TRHR ag: -0.4; IDH1 R132H inh: -2%; D2 antagonist: 15; Pin1 inhibitor: 1%; USP1-UAF1 inh: -10%; TrxR1 inh: 24%; D2 ag: 15; TrxR1 substrate: -1%; TRHR enhancer: -6

Results for Cc1cc(C(=O)CCC(=O)N2CCN(c3ccccc3)CC2)c(C)s1 ?
TRHR ag: -0.7; IDH1 R132H inh: -4%; D2 antagonist: 2; Pin1 inhibitor: -1%; USP1-UAF1 inh: -24%; TrxR1 inh: 7%[57.1 µM]; D2 ag: -0.9; TrxR1 substrate: 6%[57.1 µM]; TRHR enhancer: 6

Results for O=C(CN1C(=O)c2ccccc2C1=O)NCCc1c[nH]c2ccc(Cl)cc12 ?
TRHR ag: -0.3; IDH1 R132H inh: 19%; D2 antagonist: 4; Pin1 inhibitor: 12%; USP1-UAF1 inh: -14%; TrxR1 inh: 8%; D2 ag: -0.5; TrxR1 substrate: -3%; TRHR enhancer: -2

Results for Cc1cc(OCC(O)CN2CCN(c3cccc(Cl)c3)CC2)ccc1Cl (stereo not drawn) ?
TRHR ag: 0.1; IDH1 R132H inh: -9%; Pin1 inhibitor: -7%; USP1-UAF1 inh: -30%; TrxR1 inh: -7%; TrxR1 substrate: -8%; TRHR enhancer: 3

What do the screens show for `O=C(/C=C/Nc1nccs1)C(F)(F)Cl`?
TRHR ag: 0.7; IDH1 R132H inh: 8%; D2 antagonist: -2; Pin1 inhibitor: inconclusive; USP1-UAF1 inh: -22%; TrxR1 inh: -6%; D2 ag: 1.7; TrxR1 substrate: -1%; TRHR enhancer: 7

How did COc1ccc(CNC(=O)C23CN(Cc4ccccc4)CC2C(c2ccc([N+](=O)[O-])cc2)=NO3)cc1 (stereo not drawn) do in these assays?
TRHR ag: 0.0; IDH1 R132H inh: -5%; D2 antagonist: -8; Pin1 inhibitor: -6%; USP1-UAF1 inh: -15%; TrxR1 inh: 16%; D2 ag: 0.4; TrxR1 substrate: -7%; TRHR enhancer: 2

How did CC(Nc1[nH]c(=O)n(C)c(=O)c1N=O)c1ccccc1 (stereo not drawn) do in these assays?
TRHR ag: -0.2; IDH1 R132H inh: 22%; D2 antagonist: -20; Pin1 inhibitor: -2%; USP1-UAF1 inh: -21%; TrxR1 inh: 4%[57.1 µM]; D2 ag: -0.9; TrxR1 substrate: -3%[57.1 µM]; TRHR enhancer: 3

How did COCC(C)NC(=O)C1=CC(c2ccc3c(c2)OCO3)=NS(=O)(=O)N1C (stereo not drawn) do in these assays?
TRHR ag: -0.3; IDH1 R132H inh: -10%; Pin1 inhibitor: -9%; USP1-UAF1 inh: -3%; TrxR1 inh: 2%; D2 ag: 2.3; TrxR1 substrate: -10%; TRHR enhancer: 1

What do the screens show for `O=C(COC(=O)CNC(=O)c1ccccc1F)Nc1cccc(S(=O)(=O)N2CCCCCC2)c1`?
TRHR ag: 0.3; IDH1 R132H inh: -7%; D2 antagonist: 8; Pin1 inhibitor: 2%; USP1-UAF1 inh: -11%; TrxR1 inh: 8%[57.1 µM]; D2 ag: 1.7; TrxR1 substrate: 1%; TRHR enhancer: -4

How did Cc1nn(-c2ccc(C(=O)O)cc2)c(N)c1-c1ccccc1 do in these assays?
TRHR ag: -0.2; IDH1 R132H inh: 3%; D2 antagonist: -5; Pin1 inhibitor: -6%; USP1-UAF1 inh: 1%; TrxR1 inh: 7%[57.1 µM]; D2 ag: 0.4; TrxR1 substrate: -14%; TRHR enhancer: -8

Results for COc1cc(NC(=O)CSC2=Nc3ccccc3N=C(c3ccc(F)cc3)C2)cc(OC)c1 ?
TRHR ag: 0.9; IDH1 R132H inh: -3%; Pin1 inhibitor: 1%; USP1-UAF1 inh: -30%; TrxR1 inh: 13%[57.1 µM]; D2 ag: -0.1; TrxR1 substrate: -1%[57.1 µM]; TRHR enhancer: -1

How did COc1ccc(Cc2nnc(NC(=O)c3cccc([N+](=O)[O-])c3C)s2)cc1 do in these assays?
TRHR ag: 1.3; IDH1 R132H inh: 6%; D2 antagonist: -10; Pin1 inhibitor: -2%; USP1-UAF1 inh: -13%; TrxR1 inh: 6%; D2 ag: 1.6; TrxR1 substrate: 2%; TRHR enhancer: -3

How did CCCCC(=O)Nc1cccc(C(=O)Nc2ccccc2C(=O)O)c1 do in these assays?
TRHR ag: -0.9; IDH1 R132H inh: -6%; D2 antagonist: -3; Pin1 inhibitor: 3%; USP1-UAF1 inh: -3%; TrxR1 inh: 23%[57.1 µM]; D2 ag: -1.1; TrxR1 substrate: 4%[57.1 µM]; TRHR enhancer: 13

How did COC(=O)C1C(O)=C(C=Nc2cccc3ccccc23)C(=O)CC1(C)C (stereo not drawn) do in these assays?
TRHR ag: -0.2; IDH1 R132H inh: 10%; D2 antagonist: 27; Pin1 inhibitor: -1%; USP1-UAF1 inh: -3%; TrxR1 inh: -4%[57.1 µM]; D2 ag: 0.9; TrxR1 substrate: 1%[57.1 µM]; TRHR enhancer: 7

What do the screens show for `CCOc1ncccc1C(=O)Nc1ccc(S(=O)(=O)NC2=NCCCCC2)cc1`?
TRHR ag: -0.6; IDH1 R132H inh: -2%; D2 antagonist: 6; Pin1 inhibitor: -6%; USP1-UAF1 inh: 3%; TrxR1 inh: 20%[57.1 µM]; D2 ag: 3.4; TrxR1 substrate: 7%[57.1 µM]; TRHR enhancer: 2

What do the screens show for `CCCn1nc(NC(=O)C2CCCO2)c2cc3cc(C)ccc3nc21` (stereo not drawn)?
TRHR ag: -0.6; IDH1 R132H inh: 4%; D2 antagonist: -21; Pin1 inhibitor: -2%; USP1-UAF1 inh: -18%; TrxR1 inh: inconclusive; D2 ag: 0.0; TrxR1 substrate: 30%; TRHR enhancer: 12

How did CCOc1nc(OCC)c2cnn(C)c2n1 do in these assays?
TRHR ag: -1.1; IDH1 R132H inh: -5%; D2 antagonist: 10; Pin1 inhibitor: 2%; USP1-UAF1 inh: -22%; TrxR1 inh: 16%; D2 ag: -0.4; TrxR1 substrate: 4%; TRHR enhancer: -2

What do the screens show for `O=C1N=C(N2CCCCC2)SC1=C1CCCC1`?
TRHR ag: -0.8; IDH1 R132H inh: -1%; D2 antagonist: -6; Pin1 inhibitor: 3%; USP1-UAF1 inh: 2%; TrxR1 inh: 2%; D2 ag: -1.4; TrxR1 substrate: -7%; TRHR enhancer: 4

How did CC1CC(=O)c2ccccc2C1C (stereo not drawn) do in these assays?
IDH1 R132H inh: 14%; Pin1 inhibitor: -6%; USP1-UAF1 inh: -2%; TrxR1 inh: 8%; TrxR1 substrate: 0%

Results for Cc1cccc(OCc2nnc(NC(=O)Cc3cccs3)s2)c1 ?
TRHR ag: 0.2; IDH1 R132H inh: 5%; D2 antagonist: -18; Pin1 inhibitor: 8%; USP1-UAF1 inh: 2%; TrxR1 inh: 27%; D2 ag: -1.0; TrxR1 substrate: 11%; TRHR enhancer: 5

How did O=C(O)c1ccccc1C(=O)c1ccc(N2CCOCC2)c([N+](=O)[O-])c1 do in these assays?
TRHR ag: 1.0; IDH1 R132H inh: -8%; D2 antagonist: -6; Pin1 inhibitor: -5%; USP1-UAF1 inh: -8%; TrxR1 inh: -9%; D2 ag: 0.8; TrxR1 substrate: -16%; TRHR enhancer: 10

Results for CCn1c(SCC#N)nc2ccccc2c1=O ?
TRHR ag: 0.2; IDH1 R132H inh: 0%; D2 antagonist: -2; Pin1 inhibitor: 1%&0%; USP1-UAF1 inh: inconclusive; TrxR1 inh: -27%; D2 ag: 1.0; TrxR1 substrate: -17%; TRHR enhancer: -4
